Neddyl block – blocks human cullin neddylation | P61081+Q13564 | TR-FRET cullin neddylation, biochemical | calls only at 25 µM | 360,000 compounds, 0.58% hits; in the data active = inhibition above about 36%
Target sequence (P61081 whole entry, looked up): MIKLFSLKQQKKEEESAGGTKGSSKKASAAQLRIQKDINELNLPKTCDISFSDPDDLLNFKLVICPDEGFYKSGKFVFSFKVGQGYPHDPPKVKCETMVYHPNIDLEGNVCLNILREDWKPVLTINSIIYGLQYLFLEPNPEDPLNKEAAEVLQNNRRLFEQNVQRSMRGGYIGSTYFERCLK
Target sequence (Q13564 whole entry, looked up): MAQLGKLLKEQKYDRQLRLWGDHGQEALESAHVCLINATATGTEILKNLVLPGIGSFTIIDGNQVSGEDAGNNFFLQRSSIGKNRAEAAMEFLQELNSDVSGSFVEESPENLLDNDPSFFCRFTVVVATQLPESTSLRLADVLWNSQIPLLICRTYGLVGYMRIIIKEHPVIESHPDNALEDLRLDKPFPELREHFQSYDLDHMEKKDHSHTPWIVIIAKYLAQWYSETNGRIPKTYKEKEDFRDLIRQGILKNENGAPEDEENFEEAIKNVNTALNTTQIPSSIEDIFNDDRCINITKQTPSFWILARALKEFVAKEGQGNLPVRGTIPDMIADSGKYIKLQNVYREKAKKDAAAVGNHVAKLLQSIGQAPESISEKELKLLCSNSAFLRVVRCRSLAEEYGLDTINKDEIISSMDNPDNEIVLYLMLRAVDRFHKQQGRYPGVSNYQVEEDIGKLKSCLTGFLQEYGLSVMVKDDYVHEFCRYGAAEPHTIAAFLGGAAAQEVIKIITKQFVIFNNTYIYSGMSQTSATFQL
bovine MsrA act – activators of bovine methionine sulfoxide reductase A; purified bovine MsrA, absorbance read-out; AID 602163; 360,000 compounds, 0.3% hits; activation, % at 10.6 µM; in the data active = activation above about 7.5%;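 also: 0% = vehicle and 100% = reference activator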
SKN-1 block – C. elegans SKN-1 inhibition. 360,000 compounds, 0.49% hits. inhibition, % at 21.8 µM. AID 624304. C. elegans VP596 Pgst-4::GFP/RFP ratio, acrylamide-induced, 24 h;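 active = interference check ratio from 0.5 to 1.5 plus GFP to RFP signal ratio inhibition reaching or exceeding a fixed threshold, cut at about 30% in these data, passing the limit was not always enough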; also: some compounds called inactive have numbers as strong as hits
MsrA inh – inhibitors of bovine MsrA. 360,000 compounds, 0.75% hits. purified bovine MsrA, absorbance read-out. inhibition, % at 15.5 µM. AID 651718; in the data active = inhibition above about 4.5%;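 also: 0% = vehicle wells with enzyme and 100% = reference inhibitor wells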
CendR NRP1 mod – NRP-1/CendR interaction modulation; O14786; FAM-RPARPAR peptide binding to NRP-1, fluorescence polarization; inhibition, % at 25 µM; 360,000 compounds, 0.85% hits; AID 602438;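 active = inhibition or corrected inhibition above about 18%, plus a signal ratio from 0.5 to 1.5, limit read from the data, passing the limit was not always enough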; also: strong numbers were not always called active
E coli Lon inh – inhibitors of E. coli Lon protease | 360,000 compounds, 0.42% hits | P0A9M0 | inhibition, % at 7.94 µM | AID 602123 | purified E. coli Lon protease, fluorescence polarization; in the data active = inhibition above about 13%, passing the limit was not always enough;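 also: 0% = enzyme with probe and DMSO and 100% = no enzyme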
FAS TE block – FAS thioesterase (human) inhibition; inhibition, % at 15 µM; AID 602261; 360,000 compounds, 0.67% hits; recombinant FAS-TE, OMFH fluorogenic substrate, fluorescence endpoint;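 active = compounds whose normalised, plate-corrected inhibition of enzyme fluorescence in the single-dose primary screen is 50% or more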;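 also: 0% = DMSO with enzyme and 100% = substrate without enzyme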
Rin1 Abl inh – human Rin1-Abl interaction inhibition | TR-FRET Rin1/Abl binding, biochemical | inhibition, % at 7.35 µM | 360,000 compounds, 0.4% hits | AID 588664; in the data active = inhibition above about 5%, passing the limit was not always enough
MT1-MMP act inh – MT1-MMP (human) activation inhibition; P50281; HT1080 RFP-PRO-GFP cells, GFP/RFP ratio fluorescence, overnight; percent of plate control window, DMSO zero; GFP/RFP ratio change, % at 20 µM; 360,000 compounds, 0.061% hits;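 active = GFP/RFP ratio change of at least 30% with cell ATP level not reduced by more than half and red fluorescence within 50% of control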; also: strong numbers were not always called active
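Assay system – RFP-PRO-GFP reporter HT1080 cells · Compound dosing – single dose of 20 µM compound, 1% DMSO final · Incubation – overnight compound exposure at 37 °C · Measure – GFP/RFP fluorescence ratio · Benchmarks – DMSO wells and RFP-L50D-GFP cells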
* = called active by the depositor; i = inactive; · = not tested or not shown.

SMILES	Neddyl block	bovine MsrA act	SKN-1 block	MsrA inh	CendR NRP1 mod	E coli Lon inh	FAS TE block	Rin1 Abl inh	MT1-MMP act inh
COc1ccc(NC(=O)c2cc(-c3ccccc3)nc3c2c(C)nn3-c2ccccc2)c(OC)c1	·	-4	5	-1.0	4	-12	27	2	0
CSc1nc(Oc2ccc(F)cc2F)cc(C(F)(F)F)n1	i	-13	-18	0.4	2	-17	13	-1	1
COc1ccc(N(CC(=O)NCc2ccc(F)cc2)C(=O)c2snc(C(N)=O)c2N)cc1OC	i	-3	0	1.8	-5	-2	31	2	0
CCN1C(=O)[C@H]2[C@@H](c3ccc(OC)cc3)N[C@]3(CCCN(CCC(C)C)C3=O)[C@H]2C1=O	i	-4	-20	-0.3	-7	-4	-5	-4	2
COCCCNC(=O)c1ccc2c(=O)n(Cc3ccc4c(c3)OCO4)c(=S)[nH]c2c1	i	-2	10	-0.8	-15	-4	-11	0	23
COCCN1Cc2cccc(C(=O)NCc3ccccn3)c2C1=O	i	-1	24	0.6	-2	3	-3	0	-1
COc1ccccc1C(=O)OCc1cc(=O)n2ccsc2n1	i	-4	6	1.2	0	-4	-3	-4	-7
CCOC(=O)N1CCN(Cc2nc3c(c(=O)n(C)c(=O)n3C)n2Cc2cccc(C)c2)CC1	i	1	5	0.2	-18	-1	1	3	1
CC1(C)CC(=O)c2cnc(NC(=O)CSc3nc4ccccc4o3)nc2C1	i	-2	12	0.8	18	-1	-1	-1	1
Cc1ccc(CCNC(=O)C2CCCN(S(=O)(=O)c3c(C)nn(C)c3C)C2)cc1 (stereo not drawn)	i	-2	6	0.8	-4	1	1	-1	-1
COc1cc(S(=O)(=O)Nc2ccccn2)ccc1F	i	-3	-11	0.8	-22	-9	-7	-3	-3
CC(C)Oc1ccc(/C=C(/NC(=O)c2ccccc2)C(=O)NC(Cc2ccccc2)C(=O)O)cc1 (stereo not drawn)	i	-2	18	0.1	-3	-3	-4	3	0
COc1cc(/C=C/C(=O)OCC(=O)N2CC(=O)Nc3ccccc32)ccc1O	i	-2	5	4.0	-16	1	-4	-1	7
COc1cnc(-c2ccccc2)nc1Oc1ccc(Cl)cc1C	i	-6	2	-0.9	-4	-2	-5	3	-4
CCC(C(=O)Nc1cccnc1)n1c(=O)[nH]c2ccccc2c1=O (stereo not drawn)	i	-4	-8	-0.2	-2	-4	-4	0	-3

7 neighbouring records already listed, for reference:
SMILES	Neddyl block	bovine MsrA act	SKN-1 block	MsrA inh	CendR NRP1 mod	E coli Lon inh	FAS TE block	Rin1 Abl inh	MT1-MMP act inh
CCOC(=O)N1CCN(Cc2nc3c(c(=O)n(C)c(=O)n3C)n2Cc2cccc(C)c2)CC1	i	1	5	0.2	-18	-1	1	3	1
CC1(C)CC(=O)c2cnc(NC(=O)CSc3nc4ccccc4o3)nc2C1	i	-2	12	0.8	18	-1	-1	-1	1
Cc1ccc(CCNC(=O)C2CCCN(S(=O)(=O)c3c(C)nn(C)c3C)C2)cc1 (stereo not drawn)	i	-2	6	0.8	-4	1	1	-1	-1
COc1cc(S(=O)(=O)Nc2ccccn2)ccc1F	i	-3	-11	0.8	-22	-9	-7	-3	-3
CC(C)Oc1ccc(/C=C(/NC(=O)c2ccccc2)C(=O)NC(Cc2ccccc2)C(=O)O)cc1 (stereo not drawn)	i	-2	18	0.1	-3	-3	-4	3	0
COc1cc(/C=C/C(=O)OCC(=O)N2CC(=O)Nc3ccccc32)ccc1O	i	-2	5	4.0	-16	1	-4	-1	7
COc1cnc(-c2ccccc2)nc1Oc1ccc(Cl)cc1C	i	-6	2	-0.9	-4	-2	-5	3	-4

The list continues:
SMILES	Neddyl block	bovine MsrA act	SKN-1 block	MsrA inh	CendR NRP1 mod	E coli Lon inh	FAS TE block	Rin1 Abl inh	MT1-MMP act inh
COc1cc(/C=N/N=C2/NC(=O)C(Cc3ccccc3)S2)ccc1O (stereo not drawn)	i	-1	10	3.8	8	-2	-3	-1	3
Cc1ccc(NC(=O)CSC(C)C(=O)OC(C)C(=O)NC2CCCCC2C)cc1 (stereo not drawn)	i	-1	6	0.0	-10	-5	1	3	2
CCc1ccccc1NC(=O)c1cc(-c2cccc(O)c2)on1	i	-2	-7	2.0	9	4	-3	-3	0
CCCc1nc2sc(C(=O)OCC)c(N)c2c2c1COC(C)(C)C2	i	-10	-3	1.3	5	-2	9	0	1
COc1ccc(NC(=O)Cc2cccc3ccccc23)cc1	i	-4	-13	0.5	10	1	3	3	-2
Cc1ccc(N2C(=O)c3ccccc3C2Nc2cccnc2)nc1 (stereo not drawn)	i	0	11	1.1	4	-4	-6	-1	2
COc1ccc(C)cc1N(C(=O)Cn1nnc(-c2ccc(C)o2)n1)C(C(=O)NC1CCCC1)c1ccncc1 (stereo not drawn)	i	0	3	-0.5	-3	-5	5	4	-2
CCN1CCc2c(sc(NC(=O)c3ccc(S(=O)(=O)N(CC)c4ccccc4)cc3)c2C(N)=O)C1	i	0	3	-0.7	-53	-236	-21	-4	-45
O=C1CS/C(=N/N=C/c2cccs2)N1	i	-6	7	6.4*	-13	1	-5	-5	-2
O=C1C2C3C=CC(O3)C2C(=O)N1N=Cc1cccc2ccccc12 (stereo not drawn)	i	0	5	0.5	9	0	-1	2	0
O=C(Nc1nccs1)c1cn(-c2ccccc2)nc1-c1ccncc1	i	-3	3	0.6	-6	5	-4	0	-1
O=C(c1cccc([N+](=O)[O-])c1)N1CCN(Cc2ccc3c(c2)OCO3)CC1	i	0	-3	-0.6	3	-1	-3	1	8
CCOC(=O)C(=O)/C(=C\N(C)C)c1onc(-c2ccccc2)c1C(=O)OC	i	-14	3	0.4	-3	1	-5	-3	-2
Cn1cnc2c1c(=O)n(Cc1cccc(Cl)c1)c(=O)n2C	i	-1	-3	1.7	4	1	-2	1	-3
NS(=O)(=O)c1ccc(CCNC(=O)NC23CC4CC(CC(C4)C2)C3)cc1	i	-1	10	1.4	7	2	-4	3	2
COc1ccc(Cl)cc1C(=O)NNC(=O)CN1C(=O)C2CC=CCC2C1=O (stereo not drawn)	i	1	2	-0.6	8	5	-3	-1	-1
CCc1c(O)nc(SCC(=O)Nc2nc3ccccc3s2)n(-c2ccccc2)c1=O	i	-4	-13	-0.6	-8	-7	-8	1	2
COc1ccc(/C=N/NC(=O)c2nnn(-c3nonc3N)c2CN(C)c2ccccc2)cc1	i	-5	1	-0.8	8	2	18	-2	2
Cc1ccc(SCCNC(=O)C(C)C)cc1	i	-5	0	-0.9	-4	-10	-5	2	1
CS(=O)(=O)Nc1ccc2c(c1)[C@H]1C[C@H](CC(=O)NCc3cccc(F)c3)O[C@@H](CO)[C@H]1O2	i	0	-16	-0.8	-2	2	-4	0	1
NS(=O)(=O)c1ccc(CCNC(=O)CSc2ncnc3ccccc23)cc1	i	-1	16	0.3	-5	-6	-3	2	-7
COc1ccc(NC(=O)CN(C)C(=O)c2cc(-c3ccc(Cl)cc3)nc3ccccc23)cc1	i	-4	-2	1.6	7	11	24	1	2
COc1cc(/C=C2\SC(=S)N(C(C(=O)O)c3ccccc3)C2=O)cc(OC)c1OC (stereo not drawn)	i	-13	3	1.9	4	-3	-2	0	5
COc1ccc(CNC(=O)CN(Cc2ccc(OC)cc2)C(=O)CCC(=O)Nc2nccs2)cc1	i	-1	-22	-0.7	6	-7	-3	2	-1
O=C(COC(=O)C1CC2CCCC(C1)C2=O)NNC(=O)c1ccccc1F (stereo not drawn)	i	0	5	0.7	-5	-10	-2	2	3
CCN1C(=O)c2ccccc2Sc2ccc(C(=O)NCCN3CCOCC3)cc21	i	-2	-6	-1.2	-8	-6	-8	0	0
CSc1ccc2[nH]c(=O)cc(C)c2c1	·	-1	10	1.1	-10	-1	-6	4	3
CCCCn1c(N)c(N(CC)C(=O)c2cc(S(=O)(=O)N3CCCCCC3)ccc2OC)c(=O)[nH]c1=O	i	-2	8	-0.1	0	3	2	1	0
Cc1ccccc1OCC(=O)Nc1ccc(NC(=O)c2ccco2)cc1	·	-3	-3	-0.7	-5	3	2	1	6
Cc1ccc(N(Cc2cc3ccc(C)cc3[nH]c2=O)S(=O)(=O)c2ccccc2)cc1	i	-3	2	-0.4	11	1	28	1	0
C[C@H](NC(=O)c1ccco1)C(=O)NNC(=O)c1ccc(F)cc1	i	-2	15	0.8	5	3	-2	4	-2
Cc1cccc(C(=O)N2[C@@H](C(C)C)COc3cc(Br)ccc3S2(=O)=O)c1	i	0	-20	-0.7	-1	4	24	-3	-1
COC(=O)c1cccnc1NC(=S)NNC(=O)c1ccccc1	i	-12	-39	0.7	2	3	-11	1	-3
CCOC(=O)N(C)c1c(CC)nc2c(OCc3ccc(Cl)cc3)cccn12	i	-3	1	-0.3	-5	1	4	-3	-10
Cc1cccc(C)c1NC(=O)C(c1ccccc1)N(C)CCc1ccccc1 (stereo not drawn)	i	1	11	-0.7	13	-9	16	2	-5
CC12CCC(C(=O)NCCN3CCCCC3)(CC1=O)C2(C)C (stereo not drawn)	i	0	7	-0.1	-37	-6	-5	0	2

Screening results as filed in PubChem BioAssay.

This is a random part of the collection. Share with any hit: about 4.2%.
